Screening results (PubChem BioAssay)
IL-2 act: qHTS of IL-2 Activators; IL-2 activation reporter assay, cell-based qHTS; stimulated with anti-CD3/CD4/CD28 beads; in transgenic mouse T cells; AID 652025, 2013; hit rate 0.065% among 360,000; activation, % (series mostly up to about 46 µM); in the data active means activation above about 50%; inconclusive means mostly about 30% to 49%; further: 0% is about no effect
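Using fluorescent plate cytometry, EGFP and DsRed are detected in transgenic mouse T cells stimulated 18 h at 37 degrees C with antibody-coated beads after 60 min compound pretreatment.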
EPAC1 agonist: qHTS for Agonist of cAMP-regulated guanine nucleotide exchange factor 3 (EPAC1): primary screen | Rap guanine nucleotide exchange factor 3 (Homo sapiens), O95398 | EPAC1 agonist qHTS, biochemical assay; response scale: 100% = response to 6.5 mM cAMP | Potency, µM (doses to about 154 µM), for inactives: top-dose activation, actives largely listed as activators | hit rate 0.073% among 360,000; further: potency means the concentration at half of the fitted maximal effect; nearly all actives have a fitted effect of over 60% in size
Target sequence (O95398 whole entry, looked up): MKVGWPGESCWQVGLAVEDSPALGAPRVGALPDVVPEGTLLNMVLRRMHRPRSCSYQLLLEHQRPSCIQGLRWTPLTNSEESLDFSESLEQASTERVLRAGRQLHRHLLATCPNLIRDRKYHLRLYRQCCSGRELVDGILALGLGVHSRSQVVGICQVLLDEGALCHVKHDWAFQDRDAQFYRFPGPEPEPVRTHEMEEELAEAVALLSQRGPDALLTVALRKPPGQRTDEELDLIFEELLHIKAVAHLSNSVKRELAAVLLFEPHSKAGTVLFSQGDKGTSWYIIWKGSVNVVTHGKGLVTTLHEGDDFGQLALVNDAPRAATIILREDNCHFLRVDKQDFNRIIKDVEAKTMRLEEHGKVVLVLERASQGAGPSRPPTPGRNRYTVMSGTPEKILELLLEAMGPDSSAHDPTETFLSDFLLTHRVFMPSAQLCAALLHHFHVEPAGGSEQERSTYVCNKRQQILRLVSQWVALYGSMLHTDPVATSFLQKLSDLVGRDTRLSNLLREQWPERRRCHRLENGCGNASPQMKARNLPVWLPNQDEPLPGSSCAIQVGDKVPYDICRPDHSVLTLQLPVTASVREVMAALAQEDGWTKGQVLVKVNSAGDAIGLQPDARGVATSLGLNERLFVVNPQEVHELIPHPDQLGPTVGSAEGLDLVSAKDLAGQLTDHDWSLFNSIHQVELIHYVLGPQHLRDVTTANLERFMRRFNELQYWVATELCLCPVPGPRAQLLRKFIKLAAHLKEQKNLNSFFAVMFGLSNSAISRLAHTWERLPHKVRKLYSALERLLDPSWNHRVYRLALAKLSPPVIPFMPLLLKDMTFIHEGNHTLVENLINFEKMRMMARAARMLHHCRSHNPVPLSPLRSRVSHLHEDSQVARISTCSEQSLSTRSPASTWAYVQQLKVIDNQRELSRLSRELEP
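Multi-concentration qHTS readout: loss of Rap1B-bound BODIPY-GDP fluorescence driven by 100 nM EPAC1 with excess GDP (50 uM), monitored kinetically at room temperature; agonist response expressed relative to 6.5 mM cAMP.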
PI5P4Ka inh: qHTS for Inhibitors of phosphatidylinositol 5-phosphate 4-kinase (PI5P4K). AID 652105, 2013. hit rate 1.2% among 330,000. PI5P4Kalpha enzyme, ADP-Glo luminescence, 60 min; active compounds read low. max response, %. Phosphatidylinositol 5-phosphate 4-kinase type-2 alpha (Homo sapiens), P48426; active means max response of -50% or lower; inconclusive means between -30% and -50%; inactive means -30% or higher; further: value at the top dose of about 77 µM; on the % scale 0 is the no-effect control and ±100 the full control effect
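Quantitative HTS of the MLSMR library against PI5P4Kalpha with substrate. ATP added last at 5 microM final; room temperature, 60 minutes. Remaining ATP depleted, ADP converted and read as luminescence.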
EPAC2 agonist: qHTS for Agonist of cAMP-regulated guanine nucleotide exchange factor 4 (EPAC2): primary screen | Potency, µM (series often up to 154 µM), for the others: top-dose activation, actives largely listed as activators | hit rate 0.079% among 360,000 | Rap guanine nucleotide exchange factor 4 (Homo sapiens), Q8WZA2 | EPAC2 activation, biochemical qHTS; response scale: 100% = 6.5 mM cAMP response; further: potency means the concentration at half of the fitted maximal effect; nearly all actives have a fitted effect of over 50% in size
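Fluorescence exchange assay: 100 nM EPAC2 with 250 nM RAP1B-BODIPY-GDP and 50 uM GDP; compounds tested as a concentration-titration series (qHTS). Loss of Rap1-bound BODIPY-GDP fluorescence read at 480/540 nm; data normalized to 6.5 mM cAMP.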
CCT modulator: High-Throughput Screening for Modulators of Cytosolic Chaperonin Activity; activity change, % (concentration not given with the values), hits read low; AID 651819, 2012; purified chaperonin ATPase assay, HTRF ADP detection, 30 min; hit rate 0.3% among 360,000; in the data active means activity change below about -30%; further: on the % scale 0 is the no-effect control and ±100 the full control effect
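Nucleotide hydrolysis assay: TRiC at 20–40 nM final (set by batch activity) with 10 uM ATP, 30 min at 37 °C, in presence of 76 uM compound. Detection by competitive ADP HTRF, 30 min ambient.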
WRN helicase inh: qHTS for Inhibitors of WRN Helicase | Bifunctional 3'-5' exonuclease/ATP-dependent helicase WRN (Homo sapiens), Q14191 | WRN helicase unwinding, fluorescent forked duplex, kinetic | Potency, µM (top dose mostly 114 µM), for the others: top-dose activity change, negative = inhibition, hits mostly inhibitors | hit rate 0.46% among 360,000; further: potency means the concentration at half of the fitted maximal effect; on the % scale 0 is the no-effect control and ±100 the full control effect; nearly all actives have a fitted effect of over 55% in size
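WRN at 20 nM final was preincubated with compound for 15 min at room temperature; reaction started with 100 nM forked duplex oligonucleotide carrying fluorophore and quencher plus 2 mM ATP (final). Unwinding followed kinetically by red fluorescence (ex 525/em 598 nm).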
PLK1 PBD block: qHTS for Inhibitors of PLK1-PDB (polo-like kinase 1 - polo-box domain): Primary Screen; Plk1 PBD binding of FITC phosphopeptide, fluorescence polarization; Potency, µM, for inactives: max response, negative = inhibition, hits mostly inhibitors; hit rate 2.8% among 360,000; further: potency means the concentration at half of the fitted maximal effect; series mostly up to about 57 µM; on the % scale 0 is the no-effect control and ±100 the full control effect; nearly all actives have a fitted effect of over 65% in size
EPAC1 antag: qHTS for Antagonist of cAMP-regulated guanine nucleotide exchange factor 3 (EPAC1): primary screen; AID 720709, 2013; hit rate 0.14% among 360,000; Potency, µM (doses to about 115 µM), without a hit: at the highest dose activity change, negative = inhibition, most hits filed as inhibitors; EPAC1 GEF assay, Rap1b-BODIPY-GDP exchange fluorescence;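 further: potency means the concentration at half of the fitted maximal effect; plate controls were vehicle for no effect and positive control for full effect; nearly all actives have a fitted effect of over 50% in size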
* = called active by the depositor; u = inconclusive; x = not tested or not shown; [ ] = dose if it differs, or a comment. Unless noted, the call rests on the fitted dose curve; in most records, active means well fitted curve in the direction sought with a large enough effect; inconclusive means small, poorly fitted or top-dose-only effect, or another doubt; inactive means no such curve, though single readings can be large; an effect the other way counts as inactive or inconclusive.

SMILES	IL-2 act	EPAC1 agonist	PI5P4Ka inh	EPAC2 agonist	CCT modulator	WRN helicase inh	PLK1 PBD block	EPAC1 antag
O=c1c2ccccc2[nH]c(=S)n1CCN1CCCCC1	-1.4	-9.2%	-0.3	0.5%	1.9	9.5%	-1.9%	-9.2%
COc1ccc(S(=O)(=O)N(CC(=O)NCc2ccccn2)c2ccc(Cl)cc2)cc1	0.6	5.0%	3.3	6.7%	-1.9	-8.7%	-21.6%	u
Cc1ccc(-n2nc3c(=O)n(CC(=O)NCCc4ccc(Cl)cc4)nc(C)c3c2C)cc1	1.4	-10.6%	1.3	-5.6%	-0.4	-3.1%	-5.8%	-0.3%
Cc1[nH]n(-c2ccc(Br)cc2)c(=O)c1C=Nc1ccc(S(=O)(=O)Nc2nccs2)cc1	0.3	2.6%	u	0.0%	-1.3	-18.5%[57.1 µM]	u	16.4%
CCn1c(SCC(=O)N2CCC(C)CC2)nnc1-c1ccco1	0.5	0.3%	-5.3	7.1%	-0.7	6.1%	-10.6%	8.1%
COn1c(=S)[nH]c2ccccc2c1=O	-2.3	3.8%	x	10.4%	-1.4	-0.7%	-10.7%	-1.2%
COc1ccc(-n2cnc3ccccc3c2=O)c([N+](=O)[O-])c1	-0.6	17.8%	-1.3	4.2%	0.4	-6.5%	1.3%	0.5%
CCOC(=O)C1CCN(S(=O)(=O)c2ccc(OC)c(OC)c2)CC1	-1.3	0.1%	x	2.8%	1.4	-0.7%	1.3%	7.4%
Oc1c(Br)cc(/C=N/n2c(-c3ccccc3)n[nH]c2=S)cc1Br	2.9	-0.9%	-92.4*	0.9%	-4.0	u	u	-14.3%
CCOC(=O)c1cc2c(=O)[nH]c(C(Cl)(Cl)Cl)nc2o1	-2.1	-0.5%	-59.5*	-3.3%	-1.7	-1.2%	4.0%	0.5%
COc1cccc(-c2cc(=O)c3cc(NC(=O)c4ccccc4)ccc3[nH]2)c1	-0.5	2.1%	-2.9	1.8%	-0.2	-2.9%	-6.2%	2.5%
Cc1ccc(S(=O)(=O)N2CCN(C(=O)C(C)Cn3nc(C)c(C)c3C)CC2)cc1C (stereo unspecified)	-0.9	-5.6%	8.0	-4.5%	-0.2	-6.8%	-0.2%	3.1%
C=CCn1c(=O)c(C(=O)NCc2ccccc2Cl)c(O)c2ccccc21	1.2	13.3%	5.5	5.0%	-0.5	-2.1%	1.6%	-6.8%
CC(=O)Nc1ccc(NC(=O)CN(c2ccc(C(C)C)cc2)S(=O)(=O)c2ccccc2)cc1	-2.3	-3.9%	2.0	-8.8%	-0.8	-3.7%	-2.9%	1.6%
CCOc1ccc(N(CC(=O)OC)S(=O)(=O)c2ccc3c(c2)n(C)c(=O)c(=O)n3C)cc1	0.5	12.0%	-4.6	4.0%	0.3	0.8%	3.1%	1.6%
COc1cc(OC)cc(C(=O)N[C@H](C(=O)NC2CCCc3ccccc32)C(C)C)c1 (stereo partly specified)	-0.7	-0.9%	7.9	0.7%	-2.1	2.4%	7.7%	-8.3%
CC1CCN(CCCn2c(SCC(=O)Nc3ccccc3Cl)nc3ccccc3c2=O)CC1	-3.3	5.0%	10.8	17.6%	0.5	3.3%	-12.0%	1.0%
COc1ccc(NC(=S)N2CCN(c3ncccn3)CC2)cc1	-1.9	3.9%	-0.4	6.6%	-2.8	-7.7%	0.4%	-12.6%
COc1ccc(C2C(=O)N(C3CCCCC3)CC(=O)N2C2CCCCC2)cc1 (stereo unspecified)	0.0	-0.5%	x	8.3%	-2.0	1.4%	0.1%	4.6%
O=C(NCCS(=O)(=O)N1CCN(c2ccccc2)CC1)c1ccc(Br)o1	1.6	-3.3%	0.2	2.4%	-0.9	-29.8%	-5.8%	6.2%
CN(C)S(=O)(=O)c1cccc(N=C2SCCN2Cc2ccccc2)c1	-4.2	10.8%	0.8	11.8%	-3.9	-15.3%	-19.4%	u
Cc1ccc(C)c(N2CCN(C(=O)C3CCN(c4nnc(N5CCCC5=O)s4)CC3)CC2)c1	0.1	9.9%	0.1	1.1%	-0.4	2.2%	-9.2%	-15.5%
CCn1c(O)c(N=NC(=O)Cc2csc(N3CCOCC3)n2)c2ccccc21	0.9	3.4%	-4.4	9.9%	-1.6	10.5%	-18.7%	12.3%
CN(C)c1ncnc2sc(-c3ccccc3)cc12	-3.8	-5.2%	-9.8	17.0%	-2.4	-1.3%	-8.0%	-20.1%
O=C(NCC1CCCO1)c1ccc(S(=O)(=O)Nc2ccc(F)cc2)cc1 (stereo unspecified)	-0.6	-4.0%	4.5	5.6%	0.6	3.6%	-3.2%	0.8%
Later entries
SMILES	IL-2 act	EPAC1 agonist	PI5P4Ka inh	EPAC2 agonist	CCT modulator	WRN helicase inh	PLK1 PBD block	EPAC1 antag
CC(NC(=O)c1ccc(Br)cc1)C(=O)NC1=NCCS1 (stereo unspecified)	-2.7	2.8%	-6.2	-1.8%	-5.7	3.5%	-4.3%	-5.6%
CCCc1[nH]nc2c1C(c1ccc(O)c(OC)c1)C(C#N)=C(N)O2 (stereo unspecified)	-1.6	12.3%	x	2.4%	-0.2	-14.9%	-2.3%	-3.1%
COc1ccc(OC)c(CN2CCN(C(=O)c3cccc(S(=O)(=O)N(C)c4ccccc4)c3)CC2)c1	-2.8	6.0%	-11.7	13.2%	1.3	-0.5%	-11.4%	5.1%
CCCN1CCN(CCCNC(=O)c2ccc3nc(N4CCCCC4)sc3c2)CC1	-0.4	-9.4%	-3.0	6.4%	0.3	-6.8%	-12.0%	u
O=C(COc1ccccc1)OCC(=O)c1ccc(O)cc1O	-0.1	-7.6%	6.6	9.3%	-1.0	-2.7%	-7.6%	-22.6%
Cn1c(=O)c2c(nc(N3CCOCC3)n2CCCNC2=NCCC2)n(C)c1=O	0.5	1.5%	-2.7	6.2%	-1.3	4.4%	-1.5%	-5.6%
CC(C)(C)c1ccc2cccc(F)c2n1	-0.4	-0.6%	-6.8	-1.2%	0.1	12.9%	0.2%	25.4%
CCCNC(=O)NC(=O)COC(=O)c1ccc(OC)c(S(=O)(=O)N2CCCc3ccccc32)c1	-0.7	2.7%	x	-3.3%	0.5	11.9%	-5.3%	3.1%
CN1[C@@H]2CC[C@H]1CC(OC(=O)c1c[nH]c3ccccc13)C2 (stereo partly specified)	0.2	-14.8%	-6.1	-1.1%	0.3	14.5%	-10.6%	10.1%
O=C(/C=C/c1ccc(Cl)cc1)Nc1ccccc1N1CCOCC1	3.3	0.6%	6.7	2.3%	-0.2	-31.5%[57.1 µM]	-7.3%	-12.1%
CCCCNC(=O)C1(C)CCCCN1C(=O)c1cncc(Br)c1 (stereo unspecified)	0.7	-7.6%	-3.8	10.9%	-3.3	7.8%	-9.0%	-13.3%
Cn1c(=O)c2c(SCc3cccnc3)nc(C3CC3)nc2n(C)c1=O	-0.8	-1.9%	-4.6	8.5%	-1.1	1.7%	-17.1%	-6.5%
O=C(c1cc2cc([N+](=O)[O-])ccc2oc1=O)N1CCN(c2ncccn2)CC1	2.1	-5.5%	x	-0.2%	0.5	1.7%	0.4%	3.5%
Cc1ccccc1CNS(=O)(=O)c1ccccc1[N+](=O)[O-]	-0.3	1.1%	1.0	10.3%	-1.3	8.1%[57.1 µM]	-11.9%	-0.7%
CC(C)CN1CCC(Oc2cccc(C(=O)NCCc3ccccc3)c2)CC1	-0.1	-4.7%	4.4	5.6%	-1.4	-21.1%	6.3%	-12.6%
CC(C)C[C@H](N)c1cn([C@@H](Cc2cc3ccccc3[nH]2)C(=O)N2CCNCC2)nn1	0.7	-1.0%	3.8	7.3%	-0.2	-0.8%	-6.3%	-6.8%
O=C(Nc1cccc(C(F)(F)F)c1)c1ccc(Cn2cc(Br)cn2)o1	-1.0	9.2%	-4.7	4.3%	-0.8	-8.9%	-1.2%	-8.7%
Cc1onc(-c2ccccc2)c1NC(=O)N(Cc1ccccc1)C(C)C	-0.3	1.2%	2.2	7.8%	0.1	-0.8%	0.9%	-5.6%
COc1ccc(C=C2C(=O)OC(C)(C)OC2=O)cc1OC	-0.8	-7.4%	-12.6	1.1%	-0.5	4.7%	13.4µM*	-5.7%
COc1cc2ccccc2cc1C(=O)N1CCCCC1	1.9	4.4%	-1.4	7.6%	1.7	-1.1%	-4.7%	-12.3%
CCOc1ccc(NC(=O)COC(=O)C2(C)CC2(Cl)Cl)c([N+](=O)[O-])c1 (stereo unspecified)	-0.7	7.6%	9.7	11.0%	0.6	-12.4%	-4.6%	-22.7%
O=C(Nc1cccc(S(=O)(=O)N2CCOCC2)c1)c1ccc(Cl)c([N+](=O)[O-])c1	-0.6	2.1%	0.1	27.7%	0.3	3.4%	-11.3%	-9.6%
COc1ccc(Nc2nc3c(C)cccc3cc2C#N)cc1	1.7	-8.0%	3.4	9.4%	-9.4	2.5%	-8.4%	1.8%
Cn1c(Oc2ccccc2)c(C=O)c2ccccc21	0.2	0.8%	0.6	11.1%	-1.3	-2.5%	-6.7%	5.3%
COc1ccccc1CCNC(=O)C(=O)NCC1OCCN1S(=O)(=O)c1ccc(Br)cc1 (stereo unspecified)	0.4	1.6%	1.0	-3.3%	-2.9	-13.4%	6.4%	2.7%
CCS(=O)(=O)N1CCC(C(=O)NCCCOC)CC1	0.8	5.7%	x	8.4%	-3.6	-6.9%[57.1 µM]	6.5%	-5.8%

No new results follow: four of the compounds above.
SMILES	IL-2 act	EPAC1 agonist	PI5P4Ka inh	EPAC2 agonist	CCT modulator	WRN helicase inh	PLK1 PBD block	EPAC1 antag
CC(C)(C)c1ccc2cccc(F)c2n1	-0.4	-0.6%	-6.8	-1.2%	0.1	12.9%	0.2%	25.4%
CCCNC(=O)NC(=O)COC(=O)c1ccc(OC)c(S(=O)(=O)N2CCCc3ccccc32)c1	-0.7	2.7%	x	-3.3%	0.5	11.9%	-5.3%	3.1%
CN1[C@@H]2CC[C@H]1CC(OC(=O)c1c[nH]c3ccccc13)C2 (stereo partly specified)	0.2	-14.8%	-6.1	-1.1%	0.3	14.5%	-10.6%	10.1%
O=C(/C=C/c1ccc(Cl)cc1)Nc1ccccc1N1CCOCC1	3.3	0.6%	6.7	2.3%	-0.2	-31.5%[57.1 µM]	-7.3%	-12.1%

This is a subset; rates above refer to the full screens.
